High-throughput results as filed in PubChem BioAssay.
DAX1 inh-1 = inhibits human nuclear receptor DAX1. P51843. HEK293 Gal4-DAX1 luciferase reporter, luminescence. inhibition, % at 6.75 µM. 340,000 tested, 0.99% active. AID 504766;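 active = inhibition above the mean over all tested compounds plus 3 SD, cut at about 4.2% in these data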;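 note: 0% = DAX1-transfected cells with DMSO and 100% = empty-vector control cells with DMSO; inhibition shows as a rise in luminescence from relieved DAX1 repression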
Target sequence (P51843 207-470 limits assumed): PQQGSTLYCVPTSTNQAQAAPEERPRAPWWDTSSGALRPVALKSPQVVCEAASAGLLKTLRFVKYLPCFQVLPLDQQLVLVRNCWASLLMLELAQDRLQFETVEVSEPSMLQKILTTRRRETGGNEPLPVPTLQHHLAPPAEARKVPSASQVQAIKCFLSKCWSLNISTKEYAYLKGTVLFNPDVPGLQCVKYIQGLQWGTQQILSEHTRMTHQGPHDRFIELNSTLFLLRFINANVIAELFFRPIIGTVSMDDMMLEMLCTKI
SMARCA2 act = SMARCA2 function activation, primary screen; 370,000 tested, 1% active; MG213 cells, MMTV-luciferase reporter, dexamethasone, overnight; AID 652017; activation, % at 9.1 µM; in the data active = activation above about 7.8%;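 note: 0% = vehicle wells and 100% = reference activator wells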
PLC-gamma1 inh = blocks human PLC-gamma1 enzyme activity | P19174 | purified PLC-gamma1, fluorogenic substrate, fluorescence | inhibition, % at 12.2 µM | 370,000 tested, 0.84% active | AID 720700; in the data active = inhibition above about 9.5%
hgDAF12 agonist = hgDAF-12 agonism, primary luciferase screen; HEK293 GAL4-hgDAF12 UAS-luciferase reporter, agonist luminescence; normalized to butyrate control; activation, % at 6.8 µM; 370,000 tested, 1.8% active; AID 687014;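 active = activation above a cutoff set at the mean of all screened compounds plus 3 SD, cut at about 10% in these data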;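 note: 0% = DMSO wells and 100% = sodium butyrate wells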
hcDAF-12 act = H. contortus DAF-12 activation, primary screen; HEK293 hcDAF-12 lit1-tk-luc reporter, luminescence; 0% DMSO, 100% Δ7-dafachronic acid; activation, % at 6.8 µM; 370,000 tested, 1.4% active;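 active = activation above the mean of all tested compounds plus 3 SD, cut at about 5.5% in these data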;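 note: 100% = response to 3 µM Δ7-dafachronic acid high control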
ssDAF-12 act = activators of S. stercoralis DAF-12 nuclear receptor; 370,000 tested, 1% active; activation, % at 6.8 µM; HEK293 ssDAF-12/GRIP1 lit1-tk-luc reporter, luminescence; % of 3 µM dafachronic acid response; AID 652126;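 active = activation above the mean over all tested compounds plus 3 SD, cut at about 0.9% in these data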;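 note: 0% = DMSO-only wells and 100% = 3 µM delta7-dafachronic acid wells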
DAX1 inh-2 = inhibitors of DAX1 repression of SF-1 activated StAR promoter | 370,000 tested, 1.1% active | AID 652010 | inhibition, % at 6.8 µM | HEK293T StAR-luciferase reporter, SF-1/DAX-1 repression relief;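 active = inhibition above the mean over all tested compounds plus 3 SD, cut at about 3.6% in these data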;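 note: 0% = DAX-1 cells with DMSO and 100% = cells lacking DAX-1 with DMSO; higher inhibition means more luminescence from relief of DAX-1 repression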
PLC-beta3 inh = blocks human PLC-beta3 enzyme activity | 370,000 tested, 0.18% active | Q01970 | inhibition, % at 12.2 µM | AID 720704 | Purified PLC-beta3, fluorogenic substrate, fluorescence; in the data active = inhibition above about 11%;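 note: 0% = median of compound wells on plate and 100% = full blocker control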
Rev-erbA mod = modulates human Rev-erb alpha binding to DNA; 370,000 tested, 0.79% active; Rev-erbα–FITC-DNA binding, fluorescence polarization, 90 min; activity, % at 10 µM; P20393;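 active = activity above about 14%, limit read from the data; passing the limit was not always enough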;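 note: 0% = DMSO wells with 35 nM protein and 100% = DMSO wells with 750 nM protein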
Target sequence (P20393 whole entry, looked up): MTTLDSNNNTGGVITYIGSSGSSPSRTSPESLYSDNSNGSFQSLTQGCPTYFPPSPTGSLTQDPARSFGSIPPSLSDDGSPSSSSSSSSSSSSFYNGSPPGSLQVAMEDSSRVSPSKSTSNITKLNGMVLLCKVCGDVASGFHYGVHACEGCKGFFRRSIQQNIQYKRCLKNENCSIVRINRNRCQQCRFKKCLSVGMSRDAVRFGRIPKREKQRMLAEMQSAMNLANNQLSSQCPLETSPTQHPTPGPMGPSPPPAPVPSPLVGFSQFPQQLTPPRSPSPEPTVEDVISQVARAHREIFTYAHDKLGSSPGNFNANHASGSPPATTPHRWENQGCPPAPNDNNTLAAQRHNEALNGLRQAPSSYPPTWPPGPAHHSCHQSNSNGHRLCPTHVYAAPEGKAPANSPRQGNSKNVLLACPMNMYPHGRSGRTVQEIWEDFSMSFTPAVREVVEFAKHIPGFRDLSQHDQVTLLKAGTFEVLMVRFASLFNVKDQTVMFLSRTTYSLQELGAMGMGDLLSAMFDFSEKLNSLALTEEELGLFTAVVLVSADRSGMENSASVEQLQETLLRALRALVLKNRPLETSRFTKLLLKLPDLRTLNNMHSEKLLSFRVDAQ
MBD2 DNA inh = MBD2-methylated oligo binding inhibition. Q9UBB5. TR-FRET, MBD2 binding to methylated oligonucleotide. inhibition, % at 4.4 µM. 370,000 tested, 0.31% active; in the data active = inhibition above about 13%
ADAM17 inh = inhibitors of human ADAM17. 370,000 tested, 0.83% active. inhibition, % at 6.95 µM. recombinant ADAM17, EDANS/DABCYL FRET peptide cleavage. P78536;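 active = inhibition above the mean of compounds lying between control limits plus 3 SD, set per campaign, cut at about 8.5% in these data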;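 note: 0% = DMSO-only wells as the low control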
Starred values were filed as active, the others as inactive; i = inactive; . = not tested or not shown.

Order of results – DAX1 inh-1, SMARCA2 act, PLC-gamma1 inh, hgDAF12 agonist, hcDAF-12 act, ssDAF-12 act, DAX1 inh-2, PLC-beta3 inh, Rev-erbA mod, MBD2 DNA inh, ADAM17 inh
> CC(=O)c1cc(C)ccc1OC(=O)c1cccc2nc(C)oc12
  -0.8, -2, -22, 1.2, 0.1, -1.6, -0.4, -28, 0, 5, -24
> CCS(=O)(=O)N1Cc2ccccc2CC1C(=O)Nc1nnc(SCc2c(Cl)cccc2Cl)s1 (stereo not drawn)
  -2.0, -3, -9, -1.4, -1.6, -1.6, 0.5, -8, 6, 0, 4
> COc1ccccc1NC(=O)CSCc1cc(=O)n2ccsc2n1
  -0.4, -2, -1, 0.8, -1.2, -0.8, -0.2, -7, 1, 0, -4
> Cc1nc2sc(C(c3cccc(F)c3)N3CCN(C(=O)c4ccco4)CC3)c(O)n2n1 (stereo not drawn)
  1.0, 2, -4, -0.9, 0.1, -0.3, -0.4, -1, 9, -2, -4
> CC(=O)Nc1ccc(-c2ccnc3c2CC(C)(C(=O)NCc2cccc(Cl)c2)O3)cc1 (stereo not drawn)
  ., 2, 4, -0.8, -1.6, -1.8, -1.9, -2, -7, -3, 3
> Cn1c(=O)c2c(-c3ccccc3)n(C3CCCCC3)cc2n(C)c1=O
  -0.9, -1, -2, -2.9, -1.9, -1.1, -0.1, 0, 0, -1, 1
> COc1ccc(CCN2CC(C(=O)NCCc3cnn(C)c3)CCC2=O)cc1 (stereo not drawn)
  0.1, 3, 1, -0.9, -2.1, -0.9, 0.2, 3, 2, -6, -2
> CCC1(C)CC(c2nc(-c3ccc(OC)cc3)cs2)CCS1 (stereo not drawn)
  0.3, 4, 4, 0.6, 0.6, -1.0, 0.5, 5, -1, 1, 2
> O=C(C[C@@H]1C/C=C/CC[C@@H](Cc2ccc(F)cc2)C(=O)O[C@H](c2ccccc2)CNC1=O)NCCO
  -1.3, 0, -2, -2.2, -1.8, -1.4, 0.3, -2, -2, 3, -4
> CCC(C)[C@H](NC(=O)NC1CC1)C(=O)O (stereo partly drawn)
  0.2, -4, 5, 1.6, 0.1, 0.0, -0.1, 7, -6, -5, 6
> CC(C)(C)C1CCC(OC(=O)CCC(=O)Nc2ccccc2)CC1 (stereo not drawn)
  -0.4, -2, -1, -2.3, 1.0, -1.3, 0.1, 4, 0, -5, 1
> Cc1nc(-c2ccccc2O)n(S(=O)(=O)N(C)C)n1
  1.3, -1, 4, 0.6, -0.5, -1.4, 0.2, 0, -4, 1, -2
> COc1ccccc1C(CNC(=O)c1ccc(NS(=O)(=O)c2ccc(C(C)=O)cc2)cc1)N1CCCC1 (stereo not drawn)
  0.4, -3, -1, 1.3, 0.2, -0.9, 1.2, -2, 0, 0, -5
> COc1ccc(NC(=O)CSc2nccc(C)n2)cc1
  1.4, 0, 3, -0.5, 1.6, -1.0, 0.2, 2, -9, -1, -2
> CC(=O)c1cccc(NC(=O)CN(Cc2ccccc2)S(C)(=O)=O)c1
  -1.3, -1, -2, 1.8, -0.6, -1.0, -0.5, -1, -2, -3, -6
> COc1ccc(C(C(C(=O)c2ccco2)N2CCOCC2)N2CCOCC2)cc1 (stereo not drawn)
  -0.2, -1, -10, -0.2, 1.0, -0.9, 0.8, -12, -5, 2, -13
> Cc1cccc(-c2nnc(SCC3CNC(=O)O3)n2-c2ccc(Cl)cc2)c1 (stereo not drawn)
  0.0, 0, 1, 0.0, -1.9, -2.2, -0.2, 2, 0, -2, -2
> COc1ccc(-c2ccc(OC(=O)NC3CCS(=O)(=O)C3)cc2)cc1 (stereo not drawn)
  -0.2, 4, 2, -0.7, -0.5, -1.2, -0.3, -6, 5, 7, -5
> COC(=O)c1sc(N)c(C(=O)OC)c1COC(=O)C1CC(=O)N(Cc2ccco2)C1 (stereo not drawn)
  -0.5, -3, -5, -0.6, -1.6, -0.7, 0.0, -10, -3, 6, 2
> CC(=O)Nc1ccc(S(=O)(=O)NCCC(=O)OC(C)C(=O)c2ccc(C)cc2)cc1 (stereo not drawn)
  -0.7, -3, 4, -2.6, -1.9, -1.2, -3.0, -5, 1, -4, -2
> CC(C)CCN(C(=O)Cc1ccccc1F)c1c(N)n(Cc2ccccc2)c(=O)[nH]c1=O
  -0.5, 3, -2, -0.2, -0.2, -1.1, -0.2, -2, -2, -1, -1
> O=C(c1cccc(F)c1)N1CCN(S(=O)(=O)Cc2ccccc2)CC1
  -0.1, -2, 0, 2.1, -1.7, -1.1, 0.4, -8, -2, 4, -3
> COc1ccc(OCc2nnc3n2N=C(c2ccc(C)cc2)CS3)cc1
  0.6, 4, 4, 6.6, 3.4, -0.5, -1.9, 1, 1, -3, 2
> Cn1c(=O)cc(OCC(=O)NCCC2=CCCCC2)c2ccccc21
  2.7, -4, 1, -0.5, 1.4, -1.7, -0.1, 0, -3, 5, -2
> COc1ccccc1NC(=S)NC1CCCCCCCCCCC1
  0.6, 0, 2, -1.2, 0.7, -1.9, -0.3, 0, -2, 9, -7
> CCOC(=O)c1cc2occc2n1Cc1ccc(F)cc1
  0.1, -1, -1, -1.0, -0.8, -0.9, -0.8, -4, 7, -1, 0
> Cc1ccc(C(=O)NCC(=O)OCC(=O)NCCc2ccccc2)s1
  1.4, -2, 9, -0.9, 0.1, -1.0, 0.6, 2, -2, -2, 6
> CCOC(=O)CN1C(=O)/C(=C/c2cccc(Br)c2)Oc2ccccc21
  2.8, -2, -39, 0.4, 0.5, -0.6, 0.1, -59, 18, -5, -9
> O=C(NC1CCCCC1)c1ccc(COc2ccccc2)o1
  3.8, -3, 2, 0.1, 2.3, -0.6, 2.1, -2, -5, 0, -6
> O=[N+]([O-])c1ccccc1/C=C/C=N/n1c(-c2ccc(Cl)cc2)n[nH]c1=S
  0.2, -1, 1, -3.4, 3.7, -0.3, -0.7, 1, -21, -4, -1
> COc1ccc2nc(NC(=O)c3ccccc3[N+](=O)[O-])sc2c1
  4.4*, 0, 1, 1.4, 2.0, -0.5, 0.1, -3, 5, -1, 4
> CCCSC1=N/C(=C\c2ccc3c(c2)OCO3)C(=O)S1
  -0.8, 4, -3, -1.1, -0.8, -0.4, -0.7, -1, 5, 0, -3
> CCOC(=O)C1(C)CCCN(C(=O)C(c2ccccc2)c2ccccc2)C1 (stereo not drawn)
  ., -3, 2, -2.6, 0.0, -1.2, -0.8, -1, 1, -6, -5
> CSc1ccccc1C(=O)C1CCCN(C(=O)NC(C)C)C1 (stereo not drawn)
  -0.6, 2, 0, -0.5, -1.3, -1.9, -0.7, 2, 3, 1, -4
> Cc1ccccc1Oc1nnc(-c2cccs2)c2ccccc12
  1.0, 0, -3, -1.1, -1.7, -0.8, -1.2, 2, 1, 5, 0
> CCN(C(=O)COC(=O)CSc1ccc(C(N)=O)cc1[N+](=O)[O-])C1CCCCC1
  0.2, -1, 0, -2.4, -0.4, -0.9, -0.6, -5, -4, -3, 0
> COCCCN1C(=O)C(CC(=O)NC2CC2)CC(C(=O)N(C(C)C)C(C)C)=C1C (stereo not drawn)
  ., -2, 2, 0.1, -0.3, -0.6, 1.1, 6, 0, 1, -1
> Cn1nccc1C(=O)c1ccc(Cl)cc1
  -0.2, -2, -1, -0.1, 0.1, -1.3, 0.1, -3, -4, 10, -7
> Cc1cccc(-c2noc(CN(C)C(=O)c3ccco3)n2)c1
  1.4, -3, 9, 3.3, 3.2, -0.8, 1.9, 1, -5, 1, 4
> O=C(COc1ccccc1[N+](=O)[O-])Nc1cccc(S(=O)(=O)N2CCCC2)c1
  -1.7, -2, -1, -2.1, -3.4, -1.6, -2.1, 1, 5, 2, 0
> COCCCNC(=O)CN1C(=O)c2cccc3cccc1c23
  1.0, -2, i, -1.1, -0.6, -1.1, 0.5, i, -3, -4, -40
> O=C(Cc1ccccc1)NN1C(=O)C2C3C=CC(C3)[C@@H]2C1=O (stereo partly drawn)
  0.5, -2, -1, -2.3, 0.2, -1.1, 0.3, 0, 10, 4, -2
> COc1cc(SC)ccc1C(=O)Nc1ccc2c(c1)CCC2
  4.0, 2, -6, 22*, 17*, 4.0*, 2.0, -15, -4, -2, 0
> COc1ccc(-c2cc(C)no2)cc1S(=O)(=O)N1CCN(c2ccccc2F)CC1
  -0.9, -2, 4, -0.9, -2.2, -1.3, -0.5, 5, 4, -2, -3
> COC(=O)C1CN(C2CCCC2)CCS(=O)(=O)N1Cc1cn(Cc2ccc(OC)cc2)nn1 (stereo not drawn)
  ., -2, 2, 6.9, -2.9, -0.7, 0.2, 3, -9, 16*, -2
> CCOc1ccc(NC(=O)CN2CCN(CC(=O)Nc3cccc(F)c3)CC2)cc1
  0.2, 2, 4, -0.8, 1.7, -1.1, 0.0, 1, -4, -3, 0
